# Compound activity (PubChem BioAssay)
# TEAD-YAP block = TEAD-YAP interaction inhibition; inhibition, % at 9.12 µM; AID 1259422; actives 1.4% (n = 640,000); HEK-TIYL cells, TEAD-Gal4/YAP UAS-luciferase luminescence; in the data active means inhibition above about 32%;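 further: 0% = median of test compound wells and 100% = reference inhibitor wells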
# GPR151 ag = activates the human receptor GPR151. PathHunter beta-arrestin GPR151 cells, luminescence. activation, % at 11.2 µM. actives 1% (n = 650,000); in the data active means activation above about 4.9%;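 further: 0% = median of compound wells and 100% = cells with positive control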
# Target sequence (Q8TDV0 whole entry, looked up): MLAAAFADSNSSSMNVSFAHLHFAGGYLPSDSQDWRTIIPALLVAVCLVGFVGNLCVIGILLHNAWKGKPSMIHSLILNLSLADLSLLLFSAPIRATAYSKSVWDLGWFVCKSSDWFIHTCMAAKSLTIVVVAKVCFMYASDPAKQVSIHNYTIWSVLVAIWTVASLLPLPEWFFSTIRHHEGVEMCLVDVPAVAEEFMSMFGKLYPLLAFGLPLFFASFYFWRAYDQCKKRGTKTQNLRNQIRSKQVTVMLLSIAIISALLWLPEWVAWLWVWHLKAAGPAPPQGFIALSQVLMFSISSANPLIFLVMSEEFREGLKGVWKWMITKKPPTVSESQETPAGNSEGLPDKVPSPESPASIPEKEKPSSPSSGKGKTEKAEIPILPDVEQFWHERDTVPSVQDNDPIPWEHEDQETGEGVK
# MITF primary = blocks human microphthalmia-associated transcription factor; O75030; AlphaScreen MITF homodimerization, bead proximity signal; inhibition, % at 2.6 µM; actives 0.91% (n = 650,000); AID 1259374; in the data active means inhibition above about 50%;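 further: 0% = vehicle wells with protein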
# Target sequence (O75030 whole entry, looked up): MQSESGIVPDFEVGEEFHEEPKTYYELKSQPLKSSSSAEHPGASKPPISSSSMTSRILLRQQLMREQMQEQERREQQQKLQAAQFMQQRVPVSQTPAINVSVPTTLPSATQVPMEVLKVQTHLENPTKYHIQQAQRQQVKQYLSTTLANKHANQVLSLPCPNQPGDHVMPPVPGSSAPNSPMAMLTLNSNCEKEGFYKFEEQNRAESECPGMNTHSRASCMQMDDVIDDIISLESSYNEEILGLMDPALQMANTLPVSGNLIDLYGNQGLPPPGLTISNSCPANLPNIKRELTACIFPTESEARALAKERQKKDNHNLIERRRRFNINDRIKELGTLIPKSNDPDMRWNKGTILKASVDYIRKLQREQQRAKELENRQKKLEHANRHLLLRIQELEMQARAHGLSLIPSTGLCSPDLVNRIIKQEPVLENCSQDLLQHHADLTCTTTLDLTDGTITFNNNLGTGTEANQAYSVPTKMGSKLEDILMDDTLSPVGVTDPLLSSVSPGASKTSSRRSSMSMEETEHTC
# FBW7 activator = human FBW7 E3 ligase activation, primary screen; AlphaScreen FBW7–phospho-cyclin E peptide binding, activator screen; AID 1259310; Q969H0; actives 0.13% (n = 650,000); normalized activity (activation), % at 26.1 µM; in the data active means normalized activity above about 1.9%;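 further: purified mutant Fbw7 with reduced substrate affinity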
# * hit, by the source's call; · = not tested or not shown; & = joins results of further samples.
# Values in the order – TEAD-YAP block	GPR151 ag	MITF primary	FBW7 activator
1	Cc1cc(C)n(CCNC(=O)COc2ccc(-c3cccs3)cc2CN2CCCC2)n1
 : 15	-0.3	-6	-0.1
2	O=C(NC(=O)c1c(F)cccc1F)Nc1ccccc1S(=O)(=O)C(F)F
 : 2	-0.2	16	-0.1
3	O=C(c1cc(-c2ccccc2)nc2ccccc12)N1N=CCC1(O)C(F)(F)F (stereo unspecified)
 : 4	-1.5	6	-0.1
4	O=C(COc1ccc(Br)cc1)N(Cc1ccccc1)Cc1ccccc1
 : -4	-0.2	7	-0.1
5	CC1Cc2ccccc2N1C(=O)Cn1c(=O)oc2cc(S(=O)(=O)N3CCCC3)ccc21 (stereo unspecified)
 : 16	-0.5	19	-0.1
6	CCOc1ccccc1C1C(C(=O)OCc2ccccc2)=C(C)NC2=C1C(=O)CC(C)(C)C2 (stereo unspecified)
 : -3	0.7	-8	-0.1
7	O=C(Cc1ccccc1)Oc1ccccc1N1C(=O)C2C3CCC(C3)C2C1=O (stereo unspecified)
 : 5	-0.7	2	0.2
8	O=C(Nc1cc(F)ccc1F)C1CCCO1 (stereo unspecified)
 : -5	1.2	-14	-0.1
9	COC(=O)C1=C(C)NC2=C(C(=O)CC(C)(C)C2)C1c1ccc(OC)cc1 (stereo unspecified)
 : 12	-0.1	6	0.0
10	O=C(NCc1ccc(C(F)(F)F)nc1)c1ccc2cncc(-c3ccccc3)c2n1
 : 49*	1.5	13	-0.2
11	CCN(CC)S(=O)(=O)c1ccc(C(=O)NCc2nnc(SCC(=O)N3CCc4ccccc43)n2-c2ccccc2OC)cc1
 : -8	1.8	-21	0.1
12	CCOC(=O)/C(C#N)=C1/N(C)c2ccccc2C1(C)C
 : -7	-1.6	7	-0.2
13	CCN(CC)CCNC(=O)c1nnc(Cc2ccc(F)cc2)o1
 : 7	-2.2	6	0.6
14	Cc1ccccc1NC(=O)C(=O)NC1CCCC1
 : -51	-0.6	3	0.0
15	CCNS(=O)(=O)c1ccc(CCC(=O)N2CCOCC2)cc1
 : 9	0.3	10	0.2
16	O=C(Nc1c(O)c2ccccc2[nH]c1=O)c1ccncc1
 : 5	-1.5	15	0.7
17	FC(F)(F)c1ccc(CNc2nccn3c(-c4cnn(Cc5ccccc5)c4)cnc23)cc1
 : 7	0.0	-3	0.8
18	COc1cccc(OCC(O)Cn2c(C)[n+](C)c3ccccc32)c1 (stereo unspecified)
 : -5	-1.0	-5	-0.1
19	CC#CC(=O)N1CCCC(N2CCN(c3ccccc3OC)CC2)C1 (stereo unspecified)
 : -11	-0.3	0	-0.1
20	CC1CCN(S(=O)(=O)c2ccc(NC(=O)c3ccc(Br)o3)cc2)CC1
 : 5	-0.2	-3	-0.1
21	N/C(=N\OC(=O)CCCCCN1C(=O)CCC1=O)c1ccccc1
 : -34	0.3	-8	-0.3
22	Cc1ncc(CN2CCC(C(Cc3ccccc3Cl)N(C)C(=O)c3ccco3)CC2)[nH]1 (stereo unspecified)
 : -3	-0.4	4	0.1
23	N#Cc1ccccc1COc1ccc(/C=C2/SC(=Nc3ccccc3)N(Cc3ccccc3)C2=O)cc1Br
 : 13	-1.1	15	0.2
24	COc1ccc(OC)c(/C=N/Nc2nncc(=O)[nH]2)c1
 : 2	0.8	-2	-0.3
25	Cc1ccc2[nH]c(=O)c3cc(C(=O)NCC4CCCO4)sc3c2c1 (stereo unspecified)
 : -3	0.7	18	0.0
26	Cc1oc2cc(OC(C)C)c(C(C)C)cc2c(=O)c1-c1ccc2c(c1)OCCO2
 : 0	1.7	-10	0.0
27	COc1ccc(C(CNS(=O)(=O)c2ccc3c(c2)OCCO3)N2CCCC2)cc1 (stereo unspecified)
 : 1	2.3	11	0.2
28	COc1ccc(NC(=O)c2cc3c(=O)n4ccccc4nc3n2C)cc1
 : -4	1.2	5	-0.1
29	N/C(=N\N=C\c1ccc(F)cc1)c1nonc1N
 : -49	-5.7	3	0.2
30	C=CCc1cc(/C=C2/C(=O)NC(=O)N(c3ccccc3)C2=O)cc(OC)c1O
 : 1	1.7	-30	0.0
31	CC(CCc1ccccc1)NCC(O)c1ccc(O)c(C(N)=O)c1 (stereo unspecified)
 : 9&6	0.7&0.2&-1.9&-0.6	1&17&5&3	0.0&0.0&-0.2&0.0
32	CN(c1ccccc1)S(=O)(=O)c1cccc(C(=O)NCCc2ccc(O)c(O)c2)c1
 : -8	0.8	-11	-0.1
33	NC(=O)/C(=N\O)c1nc(-c2ccc(Cl)cc2)cs1
 : 32*	-1.6	21	0.1
34	CCC1Oc2ccccc2N(CC(=O)NC2CCCCCC2)C1=O (stereo unspecified)
 : 1	4.8	-5	0.2
35	O=C(Nc1cccc(C(F)(F)F)c1)c1cc2cc(Cl)cc(Cl)c2oc1=O
 : 1	1.6	14	0.0
36	CN(CC(=O)N1CCN(c2ccc(F)cc2)CC1)S(=O)(=O)c1cnc[nH]1
 : 10	0.9	6	0.1
37	CCCCC[C@H](O)/C=C/[C@H]1[C@H](O)CC(=O)[C@@H]1C/C=C\CCCC(=O)Oc1ccc(NC(C)=O)cc1
 : ·	-0.8	9	·
38	CCN(CC)CCN(C)Cc1ccc(F)c(Br)c1
 : -2	2.3	45	-0.3
39	Cc1ccc(-c2cc(C(=O)Nc3ccc(C)c([N+](=O)[O-])c3)c3ccccc3n2)cc1
 : 13	0.8	10	0.0
40	CCOC(=O)c1sc(C)c(-c2ccccc2)c1NC(=O)c1ccccc1
 : -2	-2.1	10	-0.1
41	O=C(Cc1cn(-c2ccc(Nc3ccncn3)nn2)c2ccccc12)NCc1cccnc1
 : 6	-0.2	10	0.2
42	CCOc1ccc(N(CC(=O)Nc2cccnc2)S(=O)(=O)c2ccc(SC)cc2)cc1
 : 0	1.5	18	0.1
43	NC(=O)C1CCN(CC(=O)Nc2ccccc2Sc2ccc(Cl)cc2)CC1
 : -10	-0.9	-1	-0.1
44	Cc1ccc(S(=O)(=O)N(CC(=O)N2CCN(C)CC2)c2ccc(C(C)C)cc2)cc1
 : 6	0.0	1	0.0
45	COc1ccc(O)c(/C=N/Nc2nc3ccccc3[nH]2)c1
 : -17	3.3	7	-0.1

# Record cards, from the list above.
# Entry for `CC(CCc1ccccc1)NCC(O)c1ccc(O)c(C(N)=O)c1` (stereo unspecified) : TEAD-YAP block: 9&6; GPR151 ag: 0.7&0.2&-1.9&-0.6; MITF primary: 1&17&5&3; FBW7 activator: 0.0&0.0&-0.2&0.0
# Entry for `CN(CC(=O)N1CCN(c2ccc(F)cc2)CC1)S(=O)(=O)c1cnc[nH]1` : TEAD-YAP block: 10; GPR151 ag: 0.9; MITF primary: 6; FBW7 activator: 0.1

# Next section.
# Values in the order – TEAD-YAP block	GPR151 ag	MITF primary	FBW7 activator
46	O=C1Cc2cc(S(=O)(=O)NCCC3=CCCCC3)cc3c2N1CCC3
 : -5	-1.7	18	0.9
47	CCOCC(=O)OCC(=O)c1ccc(Br)cc1
 : -8	1.7	8	-0.2
48	CCc1ccc(C2=NN(S(C)(=O)=O)C(c3cccs3)C2)cc1 (stereo unspecified)
 : -22	-4.2	-17	0.0
49	CCCC12CN3CC(C)(CN(C1)C3c1ccc([N+](=O)[O-])cc1)C2=O (stereo unspecified)
 : 3	0.3	10	0.0
50	CC(=O)N1CCN(c2nc(C3CC3)nc3sc4c(c23)CCC(C(C)(C)C)C4)CC1 (stereo unspecified)
 : 0	-1.4	13	0.2
51	COc1cc(Nc2nc(Nc3cc(OC)c(OC)c(OC)c3)c3ncn(C(C)C)c3n2)cc(OC)c1OC
 : -3	-0.2	6	-0.2
52	CCOc1cc2[nH]c(=O)n(CCCCCC(=O)NCC3CCCO3)c(=O)c2cc1OCC (stereo unspecified)
 : 11	-0.5	2	0.6
53	CCOC(=O)c1cnc2ccc(OCC)cc2c1Nc1cc(C)ccc1OC
 : -7	-0.6	-5	-0.3
54	O=C(NC1CCCCC1)c1ccc(Br)cc1
 : -22	0.4	2	-0.1
55	CC1=Nc2cc(C)ccc2Oc2ccccc21
 : -7	0.8	3	0.0
56	COc1ccccc1C(=O)N/C(=C\c1ccc([N+](=O)[O-])cc1)C(=O)Nc1ccc(C)cc1
 : 2	0.2	-2	0.0
57	CCOc1cccc(C(=O)Nc2nnn(C)n2)c1
 : -1	-0.1	-1	0.0
58	O=C1N[C@@H](Cc2ccc(O)cc2)C(=O)N2C[C@@H](NCc3cnn(-c4cccc(F)c4)c3)C[C@@H]12
 : -2	2.5	-2	-0.1
59	O=C(Nc1nncs1)c1cc2ccccc2o1
 : -20	-6.1	10	0.3
60	Cc1cc2c(cc1S(=O)(=O)Nc1ccccc1F)OCCN2C
 : 3	-0.5	10	0.1
61	CCn1c(Oc2cccc(Br)c2)nc2c1c(=O)n(C)c(=O)n2C
 : -9	-0.8	21	0.5
62	Cc1cc(=O)[nH]c(SCc2ccc(F)cc2)n1
 : -2	-0.1	17	0.3
63	CCC(C)(C)n1nnnc1CN1CCc2ccccc21
 : -7	-0.8	7	-0.1
64	O=C1CC(NC2CCCC2)C(=O)N1c1ccc(N2C(=O)CC(NC3CCCC3)C2=O)cc1 (stereo unspecified)
 : -3	0.2	4	-0.2
65	Cc1ccc(N=Cc2nc(-c3ccccc3F)oc2O)c([N+](=O)[O-])c1
 : 0	0.7	-3	0.0
66	NC(=O)C1CCN(C(=O)N2c3ccccc3Sc3ccccc32)CC1
 : 12	-1.7	15	0.5
67	COCCCNC(=O)C(Cc1ccccc1)NS(=O)(=O)c1ccc(Cl)cc1 (stereo unspecified)
 : 3	-0.7	-1	0.0
68	Cc1cc(OCC(=O)N2CCN(c3ccccn3)CC2)cc(C)c1Br
 : 0	2.6	-9	-0.1
69	CC(=O)N=C1SC2CS(=O)(=O)CC2N1CCc1ccccc1 (stereo unspecified)
 : 4	0.9	-4	0.0
70	O=C(c1ccc2c(=O)n(CCc3ccccc3)c(SCc3cccc([N+](=O)[O-])c3)nc2c1)N1CCOCC1
 : 1	-1.1	-22	0.0
71	COc1ccc(O[C@H]2C=C[C@@H](C#Cc3ccccc3)O[C@@H]2CO)cc1
 : ·	0.9	9	0.0
72	O=C(CCC1CCCCC1)NC1CCCCC1
 : -8	-0.1	6	0.2
73	COC(=O)C(CC(C)C)NC(=O)c1ccccc1[N+](=O)[O-] (stereo unspecified)
 : 4	0.0	2	0.1
74	Cc1cc(C)c(C2C(C#N)=C(N)Oc3n[nH]c(C)c32)cc1CSc1cc(Cl)ccc1Cl (stereo unspecified)
 : 5	0.7	4	0.2
75	CCN1CNC(=S)N(c2cc(C)ccc2C)C1
 : 2	0.9	10	0.3
76	Cc1ccnc2nc(C(=O)Nc3nc4ccc(Cl)cc4s3)nn12
 : -10	0.2	0	0.0
77	FC(F)(F)c1ccc(Cn2cnc3c(NCc4cccc(C(F)(F)F)c4)nc(Nc4ccc(C(F)(F)F)cc4)nc32)cc1
 : 9	-1.0	-3	0.1
78	CC1CCCC(NS(=O)(=O)c2cc(C(=O)Nc3ccc(Cl)c(Cl)c3)ccc2F)C1C (stereo unspecified)
 : -3	-0.2	18	0.7
79	O=C(c1nn2c(C(F)(F)F)cc(-c3ccco3)nc2c1Br)N1CCN(Cc2ccccc2)CC1
 : -1	0.1	-4	0.1

# An excerpt of these results, with tabs:
nr	Structure	TEAD-YAP block	GPR151 ag	MITF primary	FBW7 activator
1	Cc1cc(C)n(CCNC(=O)COc2ccc(-c3cccs3)cc2CN2CCCC2)n1	15	-0.3	-6	-0.1
2	O=C(NC(=O)c1c(F)cccc1F)Nc1ccccc1S(=O)(=O)C(F)F	2	-0.2	16	-0.1
3	O=C(c1cc(-c2ccccc2)nc2ccccc12)N1N=CCC1(O)C(F)(F)F (stereo unspecified)	4	-1.5	6	-0.1
4	O=C(COc1ccc(Br)cc1)N(Cc1ccccc1)Cc1ccccc1	-4	-0.2	7	-0.1
5	CC1Cc2ccccc2N1C(=O)Cn1c(=O)oc2cc(S(=O)(=O)N3CCCC3)ccc21 (stereo unspecified)	16	-0.5	19	-0.1
6	CCOc1ccccc1C1C(C(=O)OCc2ccccc2)=C(C)NC2=C1C(=O)CC(C)(C)C2 (stereo unspecified)	-3	0.7	-8	-0.1
7	O=C(Cc1ccccc1)Oc1ccccc1N1C(=O)C2C3CCC(C3)C2C1=O (stereo unspecified)	5	-0.7	2	0.2
8	O=C(Nc1cc(F)ccc1F)C1CCCO1 (stereo unspecified)	-5	1.2	-14	-0.1
9	COC(=O)C1=C(C)NC2=C(C(=O)CC(C)(C)C2)C1c1ccc(OC)cc1 (stereo unspecified)	12	-0.1	6	0.0
10	O=C(NCc1ccc(C(F)(F)F)nc1)c1ccc2cncc(-c3ccccc3)c2n1	49*	1.5	13	-0.2
11	CCN(CC)S(=O)(=O)c1ccc(C(=O)NCc2nnc(SCC(=O)N3CCc4ccccc43)n2-c2ccccc2OC)cc1	-8	1.8	-21	0.1
12	CCOC(=O)/C(C#N)=C1/N(C)c2ccccc2C1(C)C	-7	-1.6	7	-0.2
13	CCN(CC)CCNC(=O)c1nnc(Cc2ccc(F)cc2)o1	7	-2.2	6	0.6
14	Cc1ccccc1NC(=O)C(=O)NC1CCCC1	-51	-0.6	3	0.0
15	CCNS(=O)(=O)c1ccc(CCC(=O)N2CCOCC2)cc1	9	0.3	10	0.2
16	O=C(Nc1c(O)c2ccccc2[nH]c1=O)c1ccncc1	5	-1.5	15	0.7
17	FC(F)(F)c1ccc(CNc2nccn3c(-c4cnn(Cc5ccccc5)c4)cnc23)cc1	7	0.0	-3	0.8
18	COc1cccc(OCC(O)Cn2c(C)[n+](C)c3ccccc32)c1 (stereo unspecified)	-5	-1.0	-5	-0.1
19	CC#CC(=O)N1CCCC(N2CCN(c3ccccc3OC)CC2)C1 (stereo unspecified)	-11	-0.3	0	-0.1
20	CC1CCN(S(=O)(=O)c2ccc(NC(=O)c3ccc(Br)o3)cc2)CC1	5	-0.2	-3	-0.1
